Assay outcomes (PubChem)
BoNT-A LC inh2 – blocks Botulinum neurotoxin A light chain protease; multiplex microsphere protease substrate cleavage, flow cytometry; inhibition, % at 10 µM; actives 0.17% (n = 360,000); AID 588499; further: plate controls were buffer without enzyme for full effect and enzyme alone for no effect
TcdB GH inh – blocks C. difficile toxin B glycohydrolase activity | P18177 | inhibition, % at 9.99 µM | TcdB glycohydrolase enzymatic assay, plate reader | AID 652162 | actives 0.24% (n = 350,000); in the data active means inhibition above about 10%
Target sequence (P18177 whole entry, looked up): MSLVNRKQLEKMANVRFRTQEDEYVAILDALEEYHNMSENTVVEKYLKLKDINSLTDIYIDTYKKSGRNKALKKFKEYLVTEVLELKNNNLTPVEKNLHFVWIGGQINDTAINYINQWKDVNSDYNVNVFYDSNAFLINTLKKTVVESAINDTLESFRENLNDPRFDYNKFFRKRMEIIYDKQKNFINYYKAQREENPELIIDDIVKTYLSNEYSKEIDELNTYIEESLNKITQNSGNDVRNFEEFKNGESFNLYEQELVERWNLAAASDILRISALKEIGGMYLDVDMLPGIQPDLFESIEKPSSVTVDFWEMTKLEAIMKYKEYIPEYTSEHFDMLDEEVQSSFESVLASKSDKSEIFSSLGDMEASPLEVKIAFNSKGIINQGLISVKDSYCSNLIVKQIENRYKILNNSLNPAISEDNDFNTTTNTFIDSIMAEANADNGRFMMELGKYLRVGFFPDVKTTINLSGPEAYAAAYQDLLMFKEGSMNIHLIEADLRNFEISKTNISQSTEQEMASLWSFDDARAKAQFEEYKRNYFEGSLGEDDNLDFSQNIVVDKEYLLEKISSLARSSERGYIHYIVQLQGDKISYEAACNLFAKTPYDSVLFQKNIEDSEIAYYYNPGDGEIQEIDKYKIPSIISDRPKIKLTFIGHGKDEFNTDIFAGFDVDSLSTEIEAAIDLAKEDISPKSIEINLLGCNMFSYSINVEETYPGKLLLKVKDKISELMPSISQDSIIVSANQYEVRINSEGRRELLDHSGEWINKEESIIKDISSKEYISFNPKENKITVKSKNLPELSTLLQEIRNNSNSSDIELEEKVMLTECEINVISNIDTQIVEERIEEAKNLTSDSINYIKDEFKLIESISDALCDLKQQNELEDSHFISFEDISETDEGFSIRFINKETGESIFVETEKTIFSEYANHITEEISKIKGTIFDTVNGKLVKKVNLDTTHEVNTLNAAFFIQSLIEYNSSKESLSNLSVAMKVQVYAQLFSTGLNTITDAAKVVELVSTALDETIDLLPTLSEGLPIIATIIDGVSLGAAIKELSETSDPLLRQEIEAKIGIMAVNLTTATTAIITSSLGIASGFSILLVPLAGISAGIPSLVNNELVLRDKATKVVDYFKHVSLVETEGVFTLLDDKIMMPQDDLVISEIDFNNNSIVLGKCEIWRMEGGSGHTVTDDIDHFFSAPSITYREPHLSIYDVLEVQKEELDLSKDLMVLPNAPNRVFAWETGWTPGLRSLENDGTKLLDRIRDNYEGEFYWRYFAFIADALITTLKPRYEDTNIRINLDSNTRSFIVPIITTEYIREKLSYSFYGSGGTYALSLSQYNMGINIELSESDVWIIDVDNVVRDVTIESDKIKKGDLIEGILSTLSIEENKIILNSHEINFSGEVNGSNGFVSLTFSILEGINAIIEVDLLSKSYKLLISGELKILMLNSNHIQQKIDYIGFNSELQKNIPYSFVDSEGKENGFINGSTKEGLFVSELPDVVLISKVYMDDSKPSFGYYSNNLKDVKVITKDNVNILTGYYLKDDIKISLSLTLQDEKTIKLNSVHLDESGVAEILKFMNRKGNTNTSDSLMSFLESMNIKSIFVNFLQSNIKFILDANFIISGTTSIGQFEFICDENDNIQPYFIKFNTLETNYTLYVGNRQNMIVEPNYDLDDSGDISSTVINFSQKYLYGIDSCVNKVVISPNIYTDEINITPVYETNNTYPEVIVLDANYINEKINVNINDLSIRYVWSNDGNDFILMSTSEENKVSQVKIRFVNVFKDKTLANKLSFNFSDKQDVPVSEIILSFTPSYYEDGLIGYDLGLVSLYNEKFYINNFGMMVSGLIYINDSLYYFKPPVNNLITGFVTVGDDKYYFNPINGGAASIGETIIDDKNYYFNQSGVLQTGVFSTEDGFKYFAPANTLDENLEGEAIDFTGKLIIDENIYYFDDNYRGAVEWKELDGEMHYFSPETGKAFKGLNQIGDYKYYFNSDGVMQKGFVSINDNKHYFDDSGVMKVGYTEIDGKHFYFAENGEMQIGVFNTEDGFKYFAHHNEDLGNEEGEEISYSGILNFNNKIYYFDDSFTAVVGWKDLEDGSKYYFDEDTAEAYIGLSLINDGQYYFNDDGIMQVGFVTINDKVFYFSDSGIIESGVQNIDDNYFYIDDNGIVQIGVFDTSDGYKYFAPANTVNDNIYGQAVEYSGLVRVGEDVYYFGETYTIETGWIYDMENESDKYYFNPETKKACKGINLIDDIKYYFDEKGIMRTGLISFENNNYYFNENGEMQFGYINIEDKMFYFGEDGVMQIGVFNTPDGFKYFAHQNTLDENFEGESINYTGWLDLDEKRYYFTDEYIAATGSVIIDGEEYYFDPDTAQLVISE
PrPC TRFRET – inhibitors of human cell surface prion protein PrPC | P04156 | TR-FRET read-out | inhibition, % at 13.8 µM | actives 0.43% (n = 370,000) | AID 720596; in the data active means inhibition above about 24%; further: 0% = median of the test wells and 100% = reference compound wells
PfHsp40 yeast – compounds rescuing yeast from Plasmodium falciparum HSP40 toxicity; S. cerevisiae expressing PfHsp40, growth rescue, ATP luminescence; growth rescue, % at 12.5 µM; actives 0.68% (n = 340,000); AID 504582; in the data active means growth rescue above about 28%, passing the limit was not always enough; inconclusive means no clear call, values can overlap the other calls;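 further: yeast W303a lacking pdr1 and pdr3 grown in galactose medium; growth measured after three days at 30 °C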
3CLpro inhibitor – SARS-CoV 3CLpro protease inhibition | actives 0.14% (n = 290,000) | AID 1706 | P0C6X7 | recombinant SARS-CoV 3CLpro, quenched FRET peptide cleavage | inhibition, % at 6 µM; in the data active means inhibition above about 12%
Y pestis TopoI – inhibitors of Yersinia pestis topoisomerase I. Y. pestis Topo-I cleavage product accumulation, plate reader. activity, % at 10 µM. actives 0.064% (n = 360,000). AID 504884; in the data active means activity above about 50%, passing the limit was not always enough; inconclusive means no clear call, values can overlap the other calls; further: inactives centre near 2
SSB-PriA inh – blocks PriA binding to SSB C-terminal tail; AID 1272365; actives 0.6% (n = 430,000); inhibition, % at 33 µM; AlphaScreen SSBct-PriA binding, biotinylated peptide; in the data active means inhibition mostly above about 37%, no sharp cut-off; inactive means mostly below about 20%;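 further: plate controls were negative control peptide for no effect and reference peptide for full effect; strong numbers were not always called active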
BH1578 lux ind – quorum light induction in luxS cqsA deficient V. cholerae. activation, % at 18.7 µM. actives 0.16% (n = 350,000). V. cholerae BH1578 lux reporter, luminescence, 6 h; in the data active means activation mostly above about 9.7%, no sharp cut-off; inconclusive means no clear call, values can overlap the other calls; inactive means mostly below about 3.7%; further: not every result past the cut was called active; inactives centre near 0; reference of the scale not given here
Anthrax LF inh2 – anthrax lethal factor protease inhibition | inhibition, % at 10 µM | multiplex microsphere protease cleavage assay, LF | AID 588501 | P15917 | actives 0.12% (n = 360,000); further: plate controls were buffer without enzyme for full effect and enzyme alone for no effect
The depositor's hits bear a star; i = inactive; ? = inconclusive; nt = no result given; & = joins results of further samples. Unless noted, no stated cut-off is given here; in the data, active means inhibition above about 30%; inconclusive means no clear call, values can overlap the other calls; inactive means below that. A portion of the library; the hit share may differ from the screen's.

SMILES | BoNT-A LC inh2 | TcdB GH inh | PrPC TRFRET | PfHsp40 yeast | 3CLpro inhibitor | Y pestis TopoI | SSB-PriA inh | BH1578 lux ind | Anthrax LF inh2
CCN(CC(=O)Nc1c(F)cccc1F)C(=O)C1CC(=O)N(CCc2ccccc2)C1 (stereo unspecified) | 2.6 | 0.9 | 0 | 1.5 | nt | -6 | 4 | i | 2
CCCC(C)NC(=O)c1ccc(C2SCC(=O)N2Cc2ccco2)cc1 (stereo unspecified) | -0.2 | nt | 1 | 0.2 | 2 | 13 | -9 | -2.4 | 2
CCC1C2CC3C4N(C)c5ccccc5C45CC(C2C5O)N3[C@@H]1O (stereo partly specified) | -0.7 | -1.6 | 8 | -2.0 | -4 | 4 | -12 | 0.0 | 7
CC1(C(=O)NS(=O)(=O)C2CC2)CCCN(C(=O)COc2ccc(Cl)cc2Cl)C1 (stereo unspecified) | -0.5 | -1.5 | -1 | nt | nt | -4 | nt | -1.1 | -2
Cc1ccc2c(c1)N=C(c1ccc(Cl)cc1)CO2 | 1.4 | nt | -2 | -0.8 | 5 | -7 | -15 | i | 4
O=C1C2C3C=CC(C3)C2C(=O)N1c1nccs1 (stereo unspecified) | -0.4 | nt | 0 | -0.3 | 1 | 1 | -12 | -0.7 | 4
Cc1n[nH]c(C)c1CCC(=O)N/N=C/c1c[nH]c2ccccc12 | nt | 2.9 | -3 | -0.1 | -2 | -10 | nt | -1.0 | nt
Cc1ccccc1NC(=O)Cn1c(C)nc2ccc(N)cc2c1=O | 0.1 | 0.8 | -3 | 0.1 | -5 | -11 | 3 | nt | -6
Cc1ccc(N/C(=N/S(=O)(=O)c2cccs2)c2ccccc2)c(C)c1 | -0.2 | 2.0 | 9 | 1.0 | -2 | 12 | nt | -0.5 | -4
O=C(COC(=O)c1ccccc1)NCC1CCCO1 (stereo unspecified) | 0.9 | -0.1 | -3 | -0.7 | 1 | 2 | -11 | nt | 4
COc1ccc(-n2nc([N+](=O)[O-])c(=NC3CCN(Cc4ccccc4)CC3)n2O)cc1 | 0.2 | 1.0 | -63 | 1.4 | 3 | 0 | 8 | i | -1
CCOc1ccc(CCNC(=O)c2c(C)noc2C)cc1OCC | 2.2 | 2.6 | -5 | 43* | nt | 2 | -6 | 0.1 | -1

Fetched one by one from above:
SMILES | BoNT-A LC inh2 | TcdB GH inh | PrPC TRFRET | PfHsp40 yeast | 3CLpro inhibitor | Y pestis TopoI | SSB-PriA inh | BH1578 lux ind | Anthrax LF inh2
COc1ccc(-n2nc([N+](=O)[O-])c(=NC3CCN(Cc4ccccc4)CC3)n2O)cc1 | 0.2 | 1.0 | -63 | 1.4 | 3 | 0 | 8 | i | -1
Cc1ccc2c(c1)N=C(c1ccc(Cl)cc1)CO2 | 1.4 | nt | -2 | -0.8 | 5 | -7 | -15 | i | 4
CCN(CC(=O)Nc1c(F)cccc1F)C(=O)C1CC(=O)N(CCc2ccccc2)C1 (stereo unspecified) | 2.6 | 0.9 | 0 | 1.5 | nt | -6 | 4 | i | 2
O=C(COC(=O)c1ccccc1)NCC1CCCO1 (stereo unspecified) | 0.9 | -0.1 | -3 | -0.7 | 1 | 2 | -11 | nt | 4

Next results follow:
SMILES | BoNT-A LC inh2 | TcdB GH inh | PrPC TRFRET | PfHsp40 yeast | 3CLpro inhibitor | Y pestis TopoI | SSB-PriA inh | BH1578 lux ind | Anthrax LF inh2
COc1ccc(S(N)(=O)=O)cc1C(=O)OCC(=O)NC(C)(C#N)C1CC1 (stereo unspecified) | -0.7 | -4.2 | 1 | -0.4 | nt | -6 | -11 | -0.7 | -2
N#Cc1cccc(N2[C@@H](Cc3cc4ccccc4n3Cc3ccccc3)COC[C@H]2Cc2ccc3ccccc3c2)c1 | 0.1 | -0.4 | 4 | nt | nt | -2 | nt | -0.5 | 1
O=C(NC(=S)Nc1ccc(S(=O)(=O)Nc2ccccc2)cc1)C1CC1 | -0.9 | 0.8 | 0 | -1.1 | -2 | 5 | -7 | -0.6 | 0
Cc1ccc(N=C2SC(C(=O)NCCc3ccccc3)CC(=O)N2C)cc1C (stereo unspecified) | 0.4 | 0.0 | -13 | -0.4 | 4 | 8 | -5 | -0.2 | 0
COc1cc(-c2nc3sc(C)c(C)c3c(=O)o2)cc(OC)c1OC | 1.0 | 0.7 | 2 | -2.1 | 6 | -3 | 7 | -0.1 | -4
O=C(CN1CCN(Cc2ccccc2)CC1)Nc1ccc(Cl)cn1 | 0.1 | nt | -8 | -0.1 | 2 | 15 | -18 | -0.3 | -11
Cc1cc(C)c2cc(CN(CCO)C(=O)NC3CCCCC3)c(=O)[nH]c2c1 | -0.6 | 1.7 | 4 | 1.7 | 1 | 12 | -5 | 0.1 | -9
COc1ccccc1-n1c(CNC(=O)COc2ccccc2)n[nH]c1=S | -0.9 | nt | 1 | -0.4 | 0 | 3 | 0 | i | -2
NS(=O)(=O)c1cc(C(=O)OCCNC(=O)c2ccccc2)c(Cl)cc1Cl | 1.6 | 1.4 | 12 | -0.1 | nt | 8 | -1 | -0.8 | 23
O=C(CCCSc1nc2ccccc2[nH]1)N1CCN(c2ccccc2)CC1 | 4.8 | nt | 11 | -0.8 | -2 | 25 | -21 | 4.2 | 0
COc1ccc(S(=O)(=O)NC2CC3CCC2C3)cc1Cl (stereo unspecified) | -1.2 | 1.6 | 5 | -0.3 | 2 | 3 | -14 | -0.5 | -4
Cc1cc(C)nc(Nc2n[nH]c(-c3ccccc3Br)n2)n1 | 0.6 | nt | 2 | 0.1 | 2 | 14 | -7 | i | -2
CC(=O)Nc1ccc(-c2ccnc3c2CC(C)(C(=O)Nc2ccc4c(c2)OCO4)O3)cc1 (stereo unspecified) | -0.5 | 0.7 | -3 | nt | nt | -3 | nt | i | -9
CCOc1nc2ccccc2nc1NS(=O)(=O)c1ccccc1 | -0.1 | nt | 3 | 1.2 | 6 | -3 | -14 | -6.2 | -1
Cc1cc(C(=O)OCC(=O)Nc2cc(C(F)(F)F)ccc2N2CCOCC2)c(C)o1 | -1.3 | nt | 2 | 5.8 | 0 | 33 | -9 | -0.3 | -2
CC(C)c1ccc(/C=C/C(=O)NC(=S)NN2CCOCC2)cc1 | -3.3 | 1.0 | 9 | -0.1 | 1 | 10 | -3 | -0.6 | 0
Cc1c(NC(=O)c2cc(-c3ccc(O)cc3)on2)c(=O)n(-c2ccccc2)n1C | 0.3 | 2.2 | 6 | 0.0 | 3 | 2 | -8 | -0.3 | -8
Cc1c(S(=O)(=O)N2CCC(C)CC2)c(=O)n(C)c(=O)n1C | 0.6 | 0.5 | -3 | -1.0 | nt | 1 | -11 | i | -3
CCN(CCCNC(=O)Cn1ncc2c([nH]c3ccccc32)c1=O)Cc1ccccc1 | 4.2 | -1.1 | -1 | -0.3 | -5 | 8 | -10 | i | 4
CCOC(=O)CCC(=O)N1CCOCCOCCN(C(=O)CCC(=O)OCC)CCOCC1 | -0.6 | nt | 0 | 0.5 | 3 | 4 | 2 | i | -2
Cc1ccn2c(Nc3ccccc3C)c(-c3cccnc3)nc2c1 | nt | 0.8 | -4 | -0.1 | 4 | 14 | -4 | i | nt
CNC(=S)N(CCCn1ccnc1)Cc1c(F)cccc1Cl | -1.5 | 0.6 | -6 | -0.4 | 6 | 13 | 9 | -1.2 | -10
CC(C)CCn1cnc2c(oc3nc4c(cc32)CCCC4)c1=O | ? | 1.0 | 15 | 1.4 | 5 | 4 | -7 | i | 1
COc1ccc(S(=O)(=O)/C(C#N)=C/Nc2ccc(NC(C)=O)cc2)cc1 | 0.9 | 1.2 | 6 | -0.3 | 0 | -1 | -4 | i | 3
CCN1C/C(=C/c2ccc(N3CCOCC3)cc2)C(=O)/C(=C/c2ccc(N3CCOCC3)cc2)C1 | 37* | -4.6 | 2 | 14 | -2 | 5 | 3 | 0.3 | 22
CC[C@H](C)[C@H]1CNC(=S)N1CC1CCN(CC2CCC(C)CC2)CC1 (stereo partly specified) | -0.4 | 0.0 | -1 | -0.1 | nt | 1 | -2 | i | -4
Cc1ccc(CC(=O)Nc2ccncc2)cc1 | -0.5 | 0.6 | 10 | 0.9 | 2 | -8 | 2 | -0.3 | -1
NNc1nccc(Nc2ccccc2C(=O)O)n1 | -2.1 | -7.1 | -4 | -1.0 | 2 | 2 | 59* | i | -1
Cc1nn(C(C)C(=O)O)c2ccccc12 (stereo unspecified) | 1.7 | nt | -1 | 0.4 | -3 | 3 | -4 | 1.8 | 2
CCC(=O)N1CCc2cc(S(=O)(=O)NC(Cc3ccccc3)C(=O)NC3CCCCC3)ccc21 (stereo unspecified) | 0.0 | 0.9 | -8 | 1.8 | 0 | -8 | -16 | -0.2 | 3
CC(=O)c1ccc(N(C)C)c2c(N(C)C)cccc12 | -0.2 | nt | -6 | 0.9 | 2 | 6 | 9 | i | -2
Nc1cccc(-c2nc3ccccc3s2)c1 | 0.3 | nt | -4 | 4.5 | -2 | 4 | -21&-11 | 0.1 | -2
N#Cc1cnn(-c2ccc(F)cc2)c1N | -1.1 | -0.9 | 5 | 1.1 | 1 | 0 | 4 | -1.0 | 26
Cc1csc(NC(=O)C(NS(=O)(=O)c2ccc(Br)s2)c2ccccc2)n1 (stereo unspecified) | -0.1 | nt | -5 | -2.1 | 2 | 10 | 24 | -0.9 | -8
C=CCn1c(SCC(=O)/C(C#N)=C(\C)N)nc2sc(C)c(C)c2c1=O | -0.4 | nt | 2 | -0.8 | 2 | 2 | -6 | i | -4
CCOc1cccc2c1OC1(C)CC2NC(=O)N1c1cccc(C(=O)N2CCN(c3ccccn3)CC2)c1 (stereo unspecified) | 1.2 | 1.4 | 2 | -0.8 | -2 | 12 | -4 | -0.4 | -1
COc1cc(/C=N/NC(=O)c2cccnc2)ccc1OC(=O)c1cccc(Br)c1 | -1.1 | nt | nt | -1.4 | 3 | 24 | nt | nt | -2
Cc1ccc(S(=O)(=O)N2CCC(C(=O)NNC(=O)c3cccnc3)CC2)cc1 | -0.3 | -0.9 | 8 | 2.4 | 1 | 3 | -7 | i | 2
CC1=C(C(=O)Nc2ccccn2)C(c2ccc(Cl)cc2)NC(=S)N1 (stereo unspecified) | -0.3 | 0.4 | -8 | -1.2 | 1 | -3 | -6 | i | -2
CCC1CCC(C(=O)NC(C(=O)Nc2ccc3c(c2)OCCO3)C(C)C)CC1 (stereo unspecified) | -1.1 | nt | 5 | 1.1 | -8 | 10 | -8 | i | -3
Cc1noc(C)c1NC(=O)Nc1cccc2c1O[C@H](CN(C)S(=O)(=O)c1c(C)noc1C)[C@@H](C)CN([C@H](C)CO)C2=O | -0.8 | 0.0 | 1 | -0.3 | nt | 12 | 10 | 0.8 | -7
Cn1cc(CNC(=O)COc2ccc(Cl)cc2Cl)cn1 | -1.4 | nt | -2 | 0.8 | 2 | -1 | -22 | -17 | -2
Cc1c(N=c2scc(-c3ccccc3)n2CCO)c(=O)n(-c2ccccc2)n1C | 0.1 | -60 | -2 | 1.0 | 0 | 2 | -14 | -0.4 | 1
CCc1c(C)nc(Nc2nc(C)c3ccc(OC)cc3n2)[nH]c1=O | 1.7 | -0.2 | -6 | -0.3 | 2 | 4 | 1 | -0.9 | 1
CCCCC1=CC2=CC(=O)C(C)(OC(=O)CC)C(=O)C2=CN1C(CO)CO (stereo unspecified) | 0.1 | -1.4 | -15 | 0.6 | nt | -1 | 4 | i | -8
Cc1ccccc1Nc1nc(NCc2ccco2)c2ccccc2n1 | -1.1 | 1.3 | 14 | 0.0 | -3 | -5 | 21 | i | -7
COC(=O)C1=CO[C@@H](O[C@@H]2O[C@H](CO)[C@@H](O)[C@H](O)[C@H]2O)C2C(CO)=CCC12 (stereo partly specified) | 0.2 | 0.7 | -2 | 1.2 | nt | 7 | 7 | -0.2 | -3
COc1cc([N+](=O)[O-])cc(/C=C2/SC(=S)N(Cc3ccccc3)C2=O)c1O | -0.2 | -0.5 | -11 | -1.4 | 5 | -23 | -11 | -0.8 | -15
C/C=C/c1ccc(OCCCNC)c(OC)c1 | -0.9 | nt | 1 | -1.4 | 8 | -8 | -13 | 0.4 | -5
